PI4K2A block: blocks human PI4K2A kinase activity | purified PI4K2A, ADP-Glo luminescence, 1 h; active compounds read low | Q9BTU6 | 420,000 compounds, 0.13% hits | activity change, negative = inhibition, % at 76.9 µM; in the data active = activity change below about -50%; inconclusive = mostly about -30% to -49%;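 also: -100% = wells without enzyme as full effect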
Target sequence (Q9BTU6 whole entry, looked up): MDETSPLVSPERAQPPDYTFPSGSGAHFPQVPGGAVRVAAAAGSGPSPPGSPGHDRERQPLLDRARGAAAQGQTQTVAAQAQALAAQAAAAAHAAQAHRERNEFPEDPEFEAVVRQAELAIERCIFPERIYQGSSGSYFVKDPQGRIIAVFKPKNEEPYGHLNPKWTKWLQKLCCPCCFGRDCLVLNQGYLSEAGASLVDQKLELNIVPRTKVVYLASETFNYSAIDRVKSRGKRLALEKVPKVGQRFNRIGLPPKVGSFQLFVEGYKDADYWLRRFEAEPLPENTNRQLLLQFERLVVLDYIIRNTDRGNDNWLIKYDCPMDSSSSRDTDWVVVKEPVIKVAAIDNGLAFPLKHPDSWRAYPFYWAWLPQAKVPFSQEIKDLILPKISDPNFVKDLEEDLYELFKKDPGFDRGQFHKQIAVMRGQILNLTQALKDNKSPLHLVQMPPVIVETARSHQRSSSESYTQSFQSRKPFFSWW
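Compounds are screened against recombinant PI4K2A using PI as substrate and ATP, the latter dispensed at 300 microM. Reactions run one hour at ambient temperature before ADP-Glo detection; full inhibition defined by wells lacking enzyme.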
TrxR1 substrate: substrates of rat thioredoxin reductase 1 | O89049 | purified TrxR1 substrate turnover, NADPH consumption readout | Potency, µM (highest dose often 114 µM), inactives show top-dose activity change, negative = substrate turnover | 390,000 compounds, 0.01% hits | AID 588456; also: potency is read from the fitted curve at half-maximal effect; % is scaled to controls: 0 for no effect and ±100 for the full control effect; nearly all actives have a fitted effect of over 50% in size
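Rat TrxR1, dispensed at 90 nM, was prereduced with 400 uM NADPH (final) for 5 min at ~22 deg C, then incubated with compound 15 min before 400 uM selenite. A first-read NADPH fluorescence drop versus no-compound background flagged substrates.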
USP1-UAF1 inh: blocks the human USP1/UAF1 deubiquitinase complex. recombinant USP1/UAF1, Ub-Rhodamine cleavage fluorescence. Potency, µM (doses to about 57.1 µM), without a hit: at the top dose activity change, negative = inhibition, actives largely listed as inhibitors. 390,000 compounds, 0.23% hits. AID 743255; also: potency is read from the fitted curve at half-maximal effect; % is scaled to controls: 0 for no effect and ±100 for the full control effect; nearly all actives have a fitted effect of over 60% in size; inactives centre near -12
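USP1/UAF1 complex (1 nM) preincubated 15 min at room temperature with compound, then Ub-Rho substrate (150 nM final) added. Kinetic fluorescence at 480/540 nm over 6 reads at 60 s intervals; 50 mM HEPES pH 7.8, 0.5 mM EDTA, 0.1 mg/ml BSA, 1 mM TCEP, 0.01% Tween-20.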
LDHA inh: LDHA (human) enzyme inhibition; 480,000 compounds, 0.15% hits; activity change, % (values are at about 110 or 230 µM); purified LDHA, NADH/diaphorase-resazurin fluorescence; active compounds read low; AID 1347041; in the data active = activity change below about -30%; inconclusive = mostly about -25% to -30%;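 also: plate controls were DMSO wells for no effect and wells without enzyme for full effect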
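LDH5 2 nM; NADH 0.06 mM, pyruvate 0.2 mM; 200 mM Tris pH 7.4, EDTA, Tween-20; 5 min RT. Detection: diaphorase 0.133 mg/mL + resazurin 37 µM, fluorescence ex540/em590 at 0 and 20 min; normalized to enzyme-free and DMSO wells.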
Glioma ERSR ind: ER stress response induction in glioma; Potency, µM, for the others: top-dose activation, usual class: activators; 420,000 compounds, 0.02% hits; AID 602332; U87-MG GRP78 promoter luciferase reporter, 16 h; also: potency is read from the fitted curve at half-maximal effect; series mostly up to about 76 µM; % of control where 0% means no effect; nearly all actives have a fitted effect of over 35% in size
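Stably transfected U87-MG human glioma cells carrying a GRP78-based luminescent sensor were seeded at 1000 cells/well, pin-dosed with compounds and incubated 16 h. Luciferase reagent was then added, and end-point luminescence was read after 10 min at room temperature.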
RXFP1 agonist: RXFP1 (human) receptor agonism; HEK293T-RXFP1 cAMP TR-FRET, 30 min; response scale: percent of porcine relaxin response, buffer zero; 370,000 compounds, 0.3% hits; AID 2676; Q9HBX9; Potency, µM (doses to about 57.5 µM), inactives show at the top dose activation, actives largely listed as activators; also: potency is read from the fitted curve at half-maximal effect; % is scaled to controls: 0 for no effect and ±100 for the full control effect; nearly all actives have a fitted effect of over 60% in size; many of its hits are not listed in these tables
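Agonist response is measured as cAMP accumulation in an RXFP1-transfected HEK293T line under PDE4 inhibition. Values are scaled between buffer-only and 29 nM porcine relaxin, and EC50s come from standard Hill equation fits.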
Vif-A3F inh: blocks the Vif interaction with APOBEC3F; AID 602313; 390,000 compounds, 0.2% hits; Potency, µM (top dose mostly 46.1 µM), for the others: top-dose activity, negative = active; HeLa A3F-eYFP + Vif (tagged APOBEC3F with the HIV-1 protein that degrades it), YFP fluorescence increase; also: potency is read from the fitted curve at half-maximal effect; % of control where 0% means no effect; nearly all actives have a fitted effect of over 65% in size
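HeLa cells stably expressing A3F-eYFP plus Vif, plated and incubated overnight at 37 deg C, then exposed to compounds overnight at 37 deg C. Blocked degradation read as raised yellow fluorescence (Ex 488/Em 500-530).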
IDH1 R132H inh: blocks human mutant IDH1 R132H enzyme | O75874 | IDH1-R132H enzyme, NADPH consumption, diaphorase/resazurin fluorescence | Potency, µM (top dose mostly 76.6 µM), for the others: at the top dose activity change, negative = inhibition, hits mostly inhibitors | 390,000 compounds, 0.093% hits; also: potency is read from the fitted curve at half-maximal effect; % is scaled to controls: 0 for no effect and ±100 for the full control effect; nearly all actives have a fitted effect of over 65% in size
Target sequence (O75874 whole entry R132H, stated change not applied): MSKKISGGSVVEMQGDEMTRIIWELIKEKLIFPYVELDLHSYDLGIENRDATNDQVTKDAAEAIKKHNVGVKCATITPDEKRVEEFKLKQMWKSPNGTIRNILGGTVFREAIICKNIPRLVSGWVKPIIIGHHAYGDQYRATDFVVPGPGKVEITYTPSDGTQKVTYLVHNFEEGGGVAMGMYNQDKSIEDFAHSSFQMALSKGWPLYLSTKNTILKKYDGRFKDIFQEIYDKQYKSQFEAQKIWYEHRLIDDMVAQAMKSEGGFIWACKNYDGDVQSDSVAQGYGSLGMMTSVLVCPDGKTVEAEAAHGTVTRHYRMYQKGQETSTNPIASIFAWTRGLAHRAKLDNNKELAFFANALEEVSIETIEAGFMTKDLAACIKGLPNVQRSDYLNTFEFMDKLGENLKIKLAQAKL
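IDH1-R132H (0.5 ug/mL dispensed) in pH 7.5 Tris buffer was preincubated 30 min with compound, then given a substrate mix of 0.016 mM NADPH and 2 mM alpha-KG for 80 min at room temperature; remaining NADPH was read by diaphorase/resazurin fluorescence.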
Vif-A3G inh: inhibitors of Vif-APOBEC3G interaction | Q9HC16 | HeLa A3G-eYFP + Vif (tagged APOBEC3G with the HIV-1 protein that degrades it), YFP fluorescence, overnight | Potency, µM (top dose mostly 46.1 µM), for the others: at the top dose activity, negative = active, most hits filed as inhibitors | 410,000 compounds, 0.076% hits | AID 602310;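 also: potency is read from the fitted curve at half-maximal effect; % is scaled to controls: 0 for no effect and ±100 for the full control effect; nearly all actives have a fitted effect of over 60% in size; hits raise eYFP signal because A3G escapes Vif-driven loss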
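Read-out is eYFP fluorescence (Ex 488/Em 500-530) from Vif-expressing HeLa A3G-eYFP cells; more signal means A3G escaped Vif-mediated degradation. Cells plated overnight, compound pinned in, incubated overnight at 37 deg C.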
* marks the source's active call; other numbers are inactive results; ? = inconclusive; nt = not tested or not shown; & = joins results of further samples; [ ] = remark or other dose. Unless noted, calls follow the shape of the dose curve; as a rule, active = well fitted curve in the direction sought with a large enough effect; inconclusive = small, poorly fitted or top-dose-only effect, or another doubt; inactive = no such curve, though single readings can be large; an effect the other way counts as inactive or inconclusive. These rows are one share of the data, so the mix of outcomes need not match the whole.

SMILES | PI4K2A block | TrxR1 substrate | USP1-UAF1 inh | LDHA inh | Glioma ERSR ind | RXFP1 agonist | Vif-A3F inh | IDH1 R132H inh | Vif-A3G inh
CCOc1ccccc1NC(=O)CSc1cc(=O)n(CC)c2ccccc12 | -6 | 2% | 42%[activator] | -2 | -3% | 18% | 1% | -1% | -1%
O=C(CCC1CCCCC1)NCCS(=O)(=O)N1CCN(c2ccccc2)CC1 | -2 | -5% | -19% | -3 | -6% | 1.2% | -3% | 13% | 0%
CCC(C)(C)NC(=O)C(c1ccc(C)o1)N(Cc1cccs1)C(=O)Cn1nnc2ccccc21 (configuration not stated) | -1 | 3% | -7% | -6 | -12% | 4.0% | -10% | ? | 1%
O=C(O)c1ccc(N=NN2CCCC2)cc1 | -5 | -13% | -14% | -1 | 3% | -3.2% | ? | 9% | 2%
CN1CCN(c2ccc(S(=O)(=O)N3CCCCC3)cc2NC(=O)CSCc2ccccc2)CC1 | -5 | 0% | -12% | 0 | -6% | 1.5% | -6% | 17% | 1%
COc1ccc(-n2nc(C(=O)NCCCN3CCCC3=O)c3c4ccccc4n(C)c3c2=O)cc1Cl | -7 | 17% | -11% | 0 | -6% | 3.0% | 9% | -7% | -1%
CCOC(=O)C1CCN(C(=O)CSc2nc3ncccc3[nH]2)CC1 | 2 | 0% | -19% | 0 | -4% | 3.7% | 8% | 1% | 1%
C/C(=N\NC(=O)c1cccc(S(=O)(=O)N2CCCC2)c1)c1ccncc1 | -2 | 4% | -19% | -5 | 2% | -0.2% | 12% | 2% | -4%
N#C/C(=C(/O)c1ccccc1F)c1nc2cc(C(F)(F)F)ccc2s1 | -4 | -22% | ? | 0 | 4% | -0.1% | -2% | 13% | -2%
CC(C)C12CN(C(=O)c3ccccc3[N+](=O)[O-])CC(C(C)C)(CN(C(=O)c3ccccc3[N+](=O)[O-])C1)C2=O | 1 | 4%[57.1 µM] | -11% | -3 | -5% | -2.0% | 10% | 1% | 2%

Sorted by value in USP1-UAF1 inh (highest first): 3 from the list above.
canonical_smiles,USP1-UAF1 inh
CC(C)C12CN(C(=O)c3ccccc3[N+](=O)[O-])CC(C(C)C)(CN(C(=O)c3ccccc3[N+](=O)[O-])C1)C2=O,-11%
O=C(O)c1ccc(N=NN2CCCC2)cc1,-14%
O=C(CCC1CCCCC1)NCCS(=O)(=O)N1CCN(c2ccccc2)CC1,-19%

Quoted at random: four compounds from above.
SMILES | PI4K2A block | TrxR1 substrate | USP1-UAF1 inh | LDHA inh | Glioma ERSR ind | RXFP1 agonist | Vif-A3F inh | IDH1 R132H inh | Vif-A3G inh
CCC(C)(C)NC(=O)C(c1ccc(C)o1)N(Cc1cccs1)C(=O)Cn1nnc2ccccc21 (configuration not stated) | -1 | 3% | -7% | -6 | -12% | 4.0% | -10% | ? | 1%
O=C(O)c1ccc(N=NN2CCCC2)cc1 | -5 | -13% | -14% | -1 | 3% | -3.2% | ? | 9% | 2%
O=C(CCC1CCCCC1)NCCS(=O)(=O)N1CCN(c2ccccc2)CC1 | -2 | -5% | -19% | -3 | -6% | 1.2% | -3% | 13% | 0%
N#C/C(=C(/O)c1ccccc1F)c1nc2cc(C(F)(F)F)ccc2s1 | -4 | -22% | ? | 0 | 4% | -0.1% | -2% | 13% | -2%

Following part:
SMILES | PI4K2A block | TrxR1 substrate | USP1-UAF1 inh | LDHA inh | Glioma ERSR ind | RXFP1 agonist | Vif-A3F inh | IDH1 R132H inh | Vif-A3G inh
CC(=O)c1c(COC(=O)c2ccc(F)cc2)nc2ccccc2[n+]1[O-] | 1 | 2%[57.1 µM] | ? | -6 | -3% | 2.1% | 8% | 8% | 0%
COc1ccccc1NC(=O)N1CCN(c2cccc(C(F)(F)F)c2)CC1 | 0 | -6% | -16% | -1 | 2% | 0.3% | -3% | 6% | 0%
CSc1ncccc1C(=O)OCC(=O)Nc1cccc(S(=O)(=O)N2CCOCC2)c1 | 3 | 6% | -16% | -3 | -5% | nt | -2% | -1% | 1%
CC(C)(C)NCC(O)COc1ccccc1C(C)(C)C (configuration not stated) | -1 | 7%[57.1 µM] | 4% | -8 | -6% | 0.1% | -11% | 2% | 0%
O=C(Nc1cc2c3c(c1)C1CCCC1CN3CC1CCCC21)c1ccccc1 (configuration not stated) | -15 | 9% | -21% | 10 | 2% | -2.4% | 0% | -2% | -13%
COc1ccccc1/C=C/C(=O)NCCC1=CCCCC1 | 2 | -4%[57.1 µM] | -23% | -8 | 5% | 0.8% | 0% | 2% | -5%
Nc1ncnc2c1CCC2 | 27 | 5% | -8% | -3 | 1% | -1.3% | -6% | 8% | 3%
COC(=O)CN1C(=O)C(C)(C)c2cc(S(=O)(=O)Nc3ccc(Br)cc3F)ccc21 | 3 | -2%[57.1 µM] | -20% | -5 | -2% | 4.0% | 2% | -4% | -4%
CC1=C(C(=O)OCc2ccccc2)C(c2ccccn2)c2c(n(C)c(=O)n(C)c2=O)N1 (configuration not stated) | 4&-19 | 6%&5% | -17%&2% | -2&-2 | -2%&-2% | 0.4% | -2%&1% | 3%&-1% | 0%&0%
Cc1cc(C(=O)COc2ccc(F)cc2Br)c(C)n1C | 3 | 1% | -22% | -2 | 0% | 0.4% | 3% | 13% | 7%
COc1cc(C(=O)NC(=S)Nc2csc(-c3ccc(F)cc3)n2)cc(OC)c1OC | -3 | 0%[57.1 µM] | -12% | 1 | -4% | 3.5% | -6% | 0% | -1%
O=C(Cc1ccccc1[N+](=O)[O-])Nc1ccccc1C(=O)N1CCOCC1 | -12 | 10%[57.1 µM] | -9% | 0 | 10% | -0.4% | -8% | -2% | -3%
COc1ccc(-c2csc(NC(=S)NC(=O)c3ccc4ccccc4c3)n2)cc1OC | -14 | -2% | -16% | -9 | 0% | -0.9% | 0% | -12% | -3%
Cc1cc(C)c2nc(-c3cccnc3)cc(C(=O)Nc3ccc(S(=O)(=O)Nc4onc(C)c4C)cc3)c2c1 | -1 | -2% | -11% | -7 | -2% | 0.4% | -5% | ? | 0%
O=C1c2ccccc2C(O)(c2ccccc2)N1C1CC1 (configuration not stated) | 5 | 6% | -18% | -3 | -3% | -0.6% | 8% | 10% | 4%
COc1ccc(-c2onc(C)c2C)cc1S(=O)(=O)Nc1cccc(C#N)c1 | -5 | -1%[57.1 µM] | -1% | 2 | -4% | -0.2% | -6% | 0% | -15%
OCCC#Cc1ccc(CN2CCN(CCc3ccccc3)C(CCO)C2)cc1 (configuration not stated) | -2 | -5% | 5% | -4 | 0% | -0.4% | -22% | -5% | 1%
O=C(Nc1nc(-c2ccccc2)c(-c2ccccc2)s1)c1ccc(S(=O)(=O)N2CCCC2)cc1 | 4 | -2% | -14% | -6 | -5% | 0.9% | -6% | 4% | -3%
CCN(C(=O)COC(=O)c1ccc(COc2ccc3c(C)cc(=O)oc3c2)cc1)C1CCS(=O)(=O)C1 (configuration not stated) | 1 | 14%[57.1 µM] | -23% | -5 | -2% | 2.2% | -5% | -2% | -4%
Cc1ccc(C2(C)NC(=O)N(CC(=O)NC(=O)NCCC(C)C)C2=O)cc1 (configuration not stated) | -2 | 3% | 0% | -5 | -2% | 0.1% | 0% | 14% | 1%
COc1ccccc1C(=O)N/C(=C\c1ccccc1)C(=O)NCc1ccco1 | -1 | 3% | -20% | 0 | -2% | 0.9% | -3% | 1% | -5%
Cc1cccc(Nc2ccccc2C(=O)OCC(=O)N(C)C2CCS(=O)(=O)C2)c1C (configuration not stated) | 0 | -1%[57.1 µM] | -16% | 5 | 0% | 2.7% | 0% | 8% | 2%
CCCCSCCCNC(=O)C1CCC(CNS(=O)(=O)c2ccccc2)CC1 (configuration not stated) | 2&-1 | -5% | -13%&-26% | -1&-12 | -4%&-4% | 0.0%&0.8% | -2%&-5% | -11%&1% | 1%&6%
CSCCC(NC(=O)c1ccccc1Cl)C(=O)NCc1ccncc1 (configuration not stated) | 4 | 3% | -22% | -1 | -1% | 2.1% | 6% | 4% | 0%
CCOc1ccc(NS(=O)(=O)c2ccc(C(=O)N(C)C)s2)cc1 | 1 | -9%[57.1 µM] | -5% | -4 | -1% | 0.2% | 6% | -8% | 5%
C[C@H]1CN([C@@H](C)CO)C(=O)c2cc(Br)cnc2O[C@@H]1CN(C)C(=O)Nc1ccc(C(F)(F)F)cc1 | -4 | nt | -13% | 1 | 0% | nt | -19% | 0% | -4%
Cc1cccc(CN2C(=O)c3ccccc3S(=O)(=O)c3ccc(C(=O)N4CCN(c5cc(C)ccc5C)CC4)cc32)c1 | 4 | 5% | -24% | 2 | -2% | 4.9% | 0% | 11% | -3%
Cc1cc2oc(C(=O)NC3CCS(=O)(=O)C3)cc(=O)c2cc1C (configuration not stated) | -3 | 3% | -26% | -2&9 | 1% | 3.1% | -11% | 3% | 3%
